USP1-UAF1 inh: Inhibitors of USP1/UAF1: Primary Screen; Ubiquitin carboxyl-terminal hydrolase 1 (Homo sapiens), O94782; recombinant USP1/UAF1, Ub-Rhodamine cleavage fluorescence; Potency, µM (series often up to 57.1 µM), without a hit: top-dose activity change, negative = inhibition, usual class: inhibitors; 390,000 tested, 0.23% active; AID 743255, 2014; note: % is set by controls: 0 for no effect and ±100 for the full control effect; nearly all actives have a fitted effect of over 60% in size; inactives centre near -12
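USP1/UAF1 complex at 1 nM was preincubated with compound for 15 min at room temperature, then Ub-Rho substrate (150nM final) was added. Fluorescence (480/540 nm) was read kinetically, 6 reads every 60 seconds.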
TrxR1 inh: qHTS Assay for Inhibitors of Mammalian Selenoprotein Thioredoxin Reductase 1 (TrxR1): qHTS | Thioredoxin reductase 1, cytoplasmic (Rattus norvegicus), O89049 | recombinant rTrxR1, NADPH fluorescence consumption, selenite substrate | Potency, µM (series often up to 114 µM), inactives show at the top dose activity change, negative = inhibition, hits mostly inhibitors | 390,000 tested, 1% active | AID 588453, 2011; note: % is set by controls: 0 for no effect and ±100 for the full control effect; nearly all actives have a fitted effect of over 65% in size
Target sequence (O89049 whole entry, looked up): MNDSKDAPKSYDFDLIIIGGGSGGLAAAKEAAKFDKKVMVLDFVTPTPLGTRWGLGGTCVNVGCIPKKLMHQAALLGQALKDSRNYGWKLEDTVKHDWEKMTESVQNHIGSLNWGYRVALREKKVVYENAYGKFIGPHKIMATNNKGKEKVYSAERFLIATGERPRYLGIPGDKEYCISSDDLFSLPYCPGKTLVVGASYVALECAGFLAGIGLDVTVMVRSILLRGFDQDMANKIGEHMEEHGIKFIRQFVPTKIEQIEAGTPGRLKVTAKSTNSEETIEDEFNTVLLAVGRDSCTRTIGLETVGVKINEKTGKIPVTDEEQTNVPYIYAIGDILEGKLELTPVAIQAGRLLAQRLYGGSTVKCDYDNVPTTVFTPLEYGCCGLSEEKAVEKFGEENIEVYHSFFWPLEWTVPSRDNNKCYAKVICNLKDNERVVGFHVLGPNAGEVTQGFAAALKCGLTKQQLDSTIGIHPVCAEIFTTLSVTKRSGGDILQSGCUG
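Rat TrxR1 (90 nM in the dispensed reagent) was pre-reduced with 400 uM NADPH for 5 min at room temperature, then incubated with compound for 15 min. After 400 uM selenite was added, NADPH fluorescence (Ex 340/Em 450 nm) was followed for 8 min.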
Vif-A3F inh: qHTS for Inhibitors of Vif-A3F Interactions: qHTS | 390,000 tested, 0.2% active | Potency, µM (series often up to 46.1 µM), inactives show at the highest dose activity, negative = active | HeLa A3F-eYFP + Vif (tagged APOBEC3F with the HIV-1 protein that degrades it), YFP fluorescence increase; note: % of control where 0% means no effect; nearly all actives have a fitted effect of over 65% in size
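HeLa cells stably expressing A3F-eYFP plus Vif, plated and incubated overnight at 37 deg C, then exposed to compounds overnight at 37 deg C. Blocked degradation read as raised yellow fluorescence (Ex 488/Em 500-530).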
Vif-APOBEC3G blk: qHTS for Inhibitors of Vif-A3G Interactions: qHTS; HeLa A3G-eYFP + Vif (tagged APOBEC3G with the HIV-1 protein that degrades it), YFP fluorescence, overnight; DNA dC->dU-editing enzyme APOBEC-3G (Homo sapiens), Q9HC16; 410,000 tested, 0.076% active; AID 602310, 2012; Potency, µM (highest dose often 46.1 µM), without a hit: top-dose activity, negative = active, most hits filed as inhibitors;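 note: % is set by controls: 0 for no effect and ±100 for the full control effect; nearly all actives have a fitted effect of over 60% in size; hits raise eYFP signal because A3G escapes Vif-driven loss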
Target sequence (Q9HC16 whole entry, looked up): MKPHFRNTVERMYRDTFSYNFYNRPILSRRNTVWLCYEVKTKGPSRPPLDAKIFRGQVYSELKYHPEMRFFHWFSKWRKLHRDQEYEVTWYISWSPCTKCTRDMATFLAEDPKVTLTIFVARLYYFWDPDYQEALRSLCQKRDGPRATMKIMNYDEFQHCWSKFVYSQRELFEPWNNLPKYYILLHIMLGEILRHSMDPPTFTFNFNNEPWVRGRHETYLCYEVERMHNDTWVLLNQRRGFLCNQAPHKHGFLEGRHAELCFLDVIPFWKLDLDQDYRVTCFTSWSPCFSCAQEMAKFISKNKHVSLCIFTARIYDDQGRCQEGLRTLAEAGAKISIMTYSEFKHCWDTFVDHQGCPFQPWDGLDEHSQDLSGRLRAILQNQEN
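Read-out is eYFP fluorescence (Ex 488/Em 500-530) from Vif-expressing HeLa A3G-eYFP cells; more signal means A3G escaped Vif-mediated degradation. Cells plated overnight, compound pinned in, incubated overnight at 37 deg C.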
RGS4 inhibitor: Inhibitors of Regulator of G Protein Signaling (RGS) 4: qHTS. Regulator of G-protein signaling 4 (Homo sapiens), P49798. Transcreener GDP fluorescence polarization, RGS4-accelerated GTP hydrolysis. Potency, µM (titrated, usually from 114 µM), for the others: at the highest dose activity change, negative = inhibition, most hits filed as inhibitors. 390,000 tested, 0.039% active. AID 504845, 2011; note: % is set by controls: 0 for no effect and ±100 for the full control effect; nearly all actives have a fitted effect of over 75% in size; some results filed as inactive show a strong effect at the top dose
Target sequence (P49798 whole entry, looked up): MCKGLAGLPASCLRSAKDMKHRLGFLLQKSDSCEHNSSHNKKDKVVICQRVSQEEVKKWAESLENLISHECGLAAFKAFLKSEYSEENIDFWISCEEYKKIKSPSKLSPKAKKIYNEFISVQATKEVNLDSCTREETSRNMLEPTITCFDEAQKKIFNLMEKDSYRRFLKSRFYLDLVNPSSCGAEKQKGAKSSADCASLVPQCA
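MLSMR compounds (23 nl, pin-transferred) preincubated 10 min at room temperature with a 500nM (2x) first reagent, then RGS4 at 900nM (2x) plus Transcreener GDP mix added; fluorescence polarization (620/688 nm) read before and after 90 min at 30 °C.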
mIDH1 inhibitor: qHTS for Inhibitors of mutant isocitrate dehydrogenase 1 (IDH1): qHTS; Isocitrate dehydrogenase [NADP] cytoplasmic (Homo sapiens), O75874; IDH1-R132H enzyme, NADPH consumption, diaphorase/resazurin fluorescence; Potency, µM (doses to about 76.6 µM), without a hit: at the top dose activity change, negative = inhibition, most hits filed as inhibitors; 390,000 tested, 0.093% active; AID 602179, 2012; note: % is set by controls: 0 for no effect and ±100 for the full control effect; nearly all actives have a fitted effect of over 65% in size
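IDH1-R132H (0.5 ug/mL) preincubated 30 min with compound, then NADPH (0.016 mM) and alpha-KG (2 mM) added; 80 min at RT, pH 7.5. Remaining NADPH coupled via diaphorase/resazurin to fluorescence (540/590 nm); concentration-response curves normalized to no-enzyme control.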
ALOX12 inh: Primary qHTS assay for inhibitors of human arachidonate 12S-lipoxygenase (ALOX12): Round 2. Polyunsaturated fatty acid lipoxygenase ALOX12 (Homo sapiens), P18054. purified 12hLO, xylenol orange hydroperoxide absorbance. Potency, µM (highest dose often 108 µM), inactives show top-dose activity change, negative = inhibition, actives largely listed as inhibitors. 580,000 tested, 1.1% active. AID 1671190, 2021; note: % is set by controls: 0 for no effect and ±100 for the full control effect
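Purified human 12hLO (150 nM final) in 25 mM Hepes, 0.01% Triton X-100, pH 7.0 was preincubated 15 min at room temperature with compound. Then 40 uM arachidonic acid was added, 30 min. Hydroperoxide was read by Fe-XO absorbance ratio 573/405 nm.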
RXFP1 agonist: qHTS Assay for Agonists of the Relaxin Receptor RXFP1. Relaxin receptor 1 (Homo sapiens), Q9HBX9. 370,000 tested, 0.3% active. Potency, µM (series often up to 57.5 µM), for inactives: at the top dose activation, usual class: activators. HEK293T-RXFP1 cAMP TR-FRET, 30 min; response scale: percent of porcine relaxin response, buffer zero; note: % is set by controls: 0 for no effect and ±100 for the full control effect; nearly all actives have a fitted effect of over 60% in size; many of its hits are not listed in these tables
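cAMP rise read by TR-FRET after 30 min, 37C compound exposure (up to 58 uM) in RXFP1-transfected HEK293 cells with Ro 20174 present. EC50 from Hill-equation fits, with 29 nM porcine relaxin as 100% and buffer as basal.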
TrxR1 substrate: qHTS Assay for Substrates of Mammalian Selenoprotein Thioredoxin Reductase 1 (TrxR1): qHTS; purified TrxR1 substrate turnover, NADPH consumption readout; Thioredoxin reductase 1, cytoplasmic (Rattus norvegicus), O89049; 390,000 tested, 0.01% active; Potency, µM (doses to about 114 µM), without a hit: top-dose activity change, negative = substrate turnover; note: % is set by controls: 0 for no effect and ±100 for the full control effect; nearly all actives have a fitted effect of over 50% in size
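Rat TrxR1, dispensed at 90 nM, was prereduced with 400 uM NADPH (final) for 5 min at ~22 deg C, then incubated with compound 15 min before 400 uM selenite. A first-read NADPH fluorescence drop versus no-compound background flagged substrates.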
* = called active by the depositor; u = inconclusive; x = not tested or not shown; & = joins results of further samples; [ ] = remark or other dose. Calls come from the whole dose curve; as a rule, active = well fitted curve in the direction sought with a large enough effect; inconclusive = small, poorly fitted or top-dose-only effect, or another doubt; inactive = no such curve, though single readings can be large; an effect the other way counts as inactive or inconclusive. Potency is the fitted concentration of half-maximal effect.

cpd | molecule | USP1-UAF1 inh | TrxR1 inh | Vif-A3F inh | Vif-APOBEC3G blk | RGS4 inhibitor | mIDH1 inhibitor | ALOX12 inh | RXFP1 agonist | TrxR1 substrate
1 | Brc1ccc(NC(c2ccccc2)c2ccncc2)cc1 (stereo not drawn) | -25% | 5% | -15% | -1% | -53% | -1% | u | -0.7% | -1%
2 | CCOc1ccc(C2CC(=O)Nc3c2c(=O)nc(SCc2ccccc2C)n3C)cc1OC (stereo not drawn) | 7% | u | -4% | -5% | 16% | 0% | 5% | -1.5% | -2%
3 | CC(C)n1cnc2c(NCc3ccccc3)cc(N[C@H](C)CO)cc21 | u | -2% | u | u | -21% | 1% | x | x | -2%
4 | O=CNc1ccc(S(=O)(=O)NCc2ccccc2)cc1 | 2% | 1% | -4% | -1% | 6% | -6% | 3% | -0.2% | -6%
5 | COc1ccccc1N1CCN(Cc2cc(=O)c(OCC(=O)NC3CCCC3)co2)CC1 | -2% | 7%[57.1 µM] | 2% | 1% | 2% | -5% | -3% | 0.5% | 4%[57.1 µM]
6 | O=C(c1ccc(S(=O)(=O)Nc2cccc(C(F)(F)F)c2)cc1)N1CCC1 | -17% | 4% | 3% | -3% | 12% | -3% | 2% | u | 1%
7 | O=C(OC1CCOC1=O)c1cccc(S(=O)(=O)Nc2ccc(F)cc2)c1 (stereo not drawn) | -17% | 2% | 1% | -3% | -10% | 7% | -25% | 1.3% | -1%
8 | Cc1ccc(NC(=O)Cn2ccc([N+](=O)[O-])n2)cc1Cl | -13% | 8% | 20% | -1% | 15% | -6% | 0% | 0.2% | -7%
9 | Cc1ccc2c(Cl)c(C(=O)NCC(c3ccco3)N3CCCC3)sc2c1 (stereo not drawn) | -22% | 12% | -11% | -1% | 14% | 3% | -24%&-14% | -1.5% | -4%
10 | CC1=C(C(=O)Nc2ccc(Cl)cc2C(=O)N2CCC(C(N)=O)CC2)SCCO1 | -13% | 14% | -6% | -4% | 13% | -5% | -13% | 0.4% | -4%
11 | Cc1nsc(Nc2ccc([N+](=O)[O-])cc2)c1C#N | -23% | 12% | -7% | 1% | 7% | -6% | -21% | 6.0% | 2%
12 | COc1ccc(NC(=O)C2(N(CC(C)C)C(=O)Cn3nnnc3N)CCCCC2)cc1 | -6% | 15% | -1% | 1% | 6% | -2% | 0% | 0.1% | 3%
13 | COc1ccccc1NC(=O)N1c2ccccc2Sc2ccccc21 | -24% | -2% | -11% | -6% | 15% | 21% | u | 1.4% | -8%
14 | CCOc1ccc(NC(=O)Cc2ccc(S(=O)(=O)N3CCOCC3)s2)cc1OCC | -9% | 10% | 0% | 0% | 15% | 2% | 4% | -1.8% | 1%
15 | COc1cc2c(cc1OC)[C@@H](NC(=O)c1ccc(C(F)(F)F)cc1)[C@H](OCc1ccccc1)C2 | -24% | 2% | -25% | -3% | -5% | -14% | 6% | x | -2%

An excerpt from above in order of number of heavy atoms, low to high.
cpd | molecule | USP1-UAF1 inh | TrxR1 inh | Vif-A3F inh | Vif-APOBEC3G blk | RGS4 inhibitor | mIDH1 inhibitor | ALOX12 inh | RXFP1 agonist | TrxR1 substrate
11 | Cc1nsc(Nc2ccc([N+](=O)[O-])cc2)c1C#N | -23% | 12% | -7% | 1% | 7% | -6% | -21% | 6.0% | 2%
8 | Cc1ccc(NC(=O)Cn2ccc([N+](=O)[O-])n2)cc1Cl | -13% | 8% | 20% | -1% | 15% | -6% | 0% | 0.2% | -7%
1 | Brc1ccc(NC(c2ccccc2)c2ccncc2)cc1 (stereo not drawn) | -25% | 5% | -15% | -1% | -53% | -1% | u | -0.7% | -1%
13 | COc1ccccc1NC(=O)N1c2ccccc2Sc2ccccc21 | -24% | -2% | -11% | -6% | 15% | 21% | u | 1.4% | -8%
15 | COc1cc2c(cc1OC)[C@@H](NC(=O)c1ccc(C(F)(F)F)cc1)[C@H](OCc1ccccc1)C2 | -24% | 2% | -25% | -3% | -5% | -14% | 6% | x | -2%

Next section:
cpd | molecule | USP1-UAF1 inh | TrxR1 inh | Vif-A3F inh | Vif-APOBEC3G blk | RGS4 inhibitor | mIDH1 inhibitor | ALOX12 inh | RXFP1 agonist | TrxR1 substrate
16 | O=C(O)c1nn(CCOc2cccc(Cl)c2)c(=O)c2ccccc12 | -26% | 23% | u | 2% | -4% | 9% | -18% | -0.1% | -1%
17 | COc1ccc(CCNC(=O)COc2ccc(C)nc2[N+](=O)[O-])cc1 | -27% | 25% | 2% | -2% | -3% | 2% | -7% | -0.7% | 4%
18 | CCOC(=O)N1CCC(N2Cc3cccc(C(=O)O)c3C2=O)CC1 | -22% | 21% | 6% | 2% | -6% | -2% | 15% | 0.5% | 0%[57.1 µM]
19 | CCn1c2ccccc2c2cc(NC(=O)c3ccccc3[N+](=O)[O-])ccc21 | -20% | -11% | 0% | -7% | -21% | 3% | 21% | 4.8% | -8%
20 | CCOC(=O)Cc1cc(=O)n2[nH]c(C)c(-c3ccccc3)c2n1 | 2% | 25% | -20% | 2% | u | -1% | -11% | 5.1% | 13%
21 | Cc1ccc(OCC(=O)NCCNC(=O)c2cnccn2)cc1 | 4% | 22% | 2% | -1% | 2% | 6% | -13% | 7.2% | 8%[0.457 µM]
22 | Cc1ccccc1CN1C(=O)C(O)(CC(=O)c2ccccc2)c2cc(Cl)ccc21 (stereo not drawn) | -19% | 14%[57.1 µM] | 1% | -23% | -4% | -4% | -20% | -0.6% | 3%[57.1 µM]
23 | O=C(Nc1ccccc1)c1ccc(COc2ccccc2)cc1 | -16% | 24% | -5% | 0% | 1%[11.4 µM] | -5% | -4% | u | 1%
24 | CC(C(=O)N1CCN(c2ccccc2)CC1)c1ccc([N+](=O)[O-])cc1 (stereo not drawn) | -4% | 7% | -10% | -1% | -1% | 0% | -10% | -1.0% | -8%
25 | CCOC(=O)C1=C(CSc2nc(-c3ccccc3)ccc2C#N)OC(N)=C(C#N)C1c1ccccc1 (stereo not drawn) | -18% | 22%[57.1 µM] | -10% | -10% | -44% | 6% | -11% | 3.7% | 8%[57.1 µM]
26 | Cc1ccc(N2CCN(C(=O)NCc3noc4ccccc34)CC2C)cc1 (stereo not drawn) | -15% | 10% | 1% | 5% | -15% | 0% | -9% | 2.7% | 7%
27 | COc1ccc(NC(=O)CN2CCN(c3ccccc3F)CC2)cc1 | -13% | -1%[57.1 µM] | 2% | 0% | -26% | 3% | -1% | 0.2% | -8%[57.1 µM]
28 | COC(=O)/C=C1/SC(=NC(=O)c2ccc(F)cc2)NC1=O | -25% | 11% | -4% | 1% | -28% | 9% | u | 0.5% | 2%[57.1 µM]
29 | O=[N+]([O-])c1cccc(Oc2cnccn2)c1 | -20% | 11% | -15% | 3% | 6% | -8% | 7% | 3.7% | 0%
30 | CCOc1ccc2nc(N3CCCC(C(=O)NCCc4ccc(SC)cc4)C3)sc2c1 (stereo not drawn) | -7% | 9% | 0% | -1% | 16% | -8% | -9% | -0.2% | -5%
31 | CCC(=O)N1CCc2cc(S(=O)(=O)N(C)c3ccc(Br)cc3)ccc21 | -16% | 8% | 4% | 1% | -8% | 2% | 6% | 3.7% | 8%
32 | CCCCOc1ccc(NC(=O)[C@@H]2CCCN2C(=O)C2CCN(S(=O)(=O)c3ccc(C)cc3)CC2)cc1 | 5% | 1% | 4% | 0% | 4% | -5% | -7% | 4.2% | 0%
33 | Cc1nc(N2CCOCC2)c2c(C(=O)Nc3cccc(C(F)(F)F)c3)c(C)oc2n1 | -15% | 7% | -1% | 5% | 6% | -5% | u | -0.5% | -4%
34 | COC(=O)C1=C(C)NC(=O)/C1=C/c1ccc(CNS(=O)(=O)c2ccc(C)cc2)o1 | -7% | u | -3% | -3% | -32% | 1% | -26% | -4.2% | -8%
35 | Cc1ccc2c(c1)C1CN(C)CCC1N2C(=S)NC(=O)c1ccc(Cl)cc1Cl (stereo not drawn) | 2% | -16% | u | 1% | 21% | -5% | -5% | -16% | -8%
36 | COc1cc(/C=C2\C(=N)N3N=C(S(C)(=O)=O)SC3=NC2=O)ccc1OCCOc1ccc(C)cc1 | -28% | -18% | 9% | 3% | -23% | 3% | u | 3.5% | -3%
37 | CN(C(=O)C12CC3CC(CC(C3)C1)C2)C1(C)CCS(=O)(=O)C1 (stereo not drawn) | -22% | 1% | -5% | -1% | -3% | 8% | 0% | 0.0% | -5%

High-throughput results: PubChem BioAssay, National Center for Advancing Translational Sciences (NCATS)

The list is partial; count on the stated rates, not on these rows.
